BAP1 inh – inhibitors of human BAP1 deubiquitinase; recombinant BAP1, Ub-AMC hydrolysis fluorescence kinetic; hits give low values; activity remaining (% of control), % at 20 µM; actives 0.48% (n = 72,000);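 active = activity remaining at or below 50% of control, provided the compound also passes the data quality filters; inactive = the rest, including low values that fail the filters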;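 note: 100% = DMSO wells rate and 0% = substrate alone blank rate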
Target sequence (Q92560 whole entry, looked up): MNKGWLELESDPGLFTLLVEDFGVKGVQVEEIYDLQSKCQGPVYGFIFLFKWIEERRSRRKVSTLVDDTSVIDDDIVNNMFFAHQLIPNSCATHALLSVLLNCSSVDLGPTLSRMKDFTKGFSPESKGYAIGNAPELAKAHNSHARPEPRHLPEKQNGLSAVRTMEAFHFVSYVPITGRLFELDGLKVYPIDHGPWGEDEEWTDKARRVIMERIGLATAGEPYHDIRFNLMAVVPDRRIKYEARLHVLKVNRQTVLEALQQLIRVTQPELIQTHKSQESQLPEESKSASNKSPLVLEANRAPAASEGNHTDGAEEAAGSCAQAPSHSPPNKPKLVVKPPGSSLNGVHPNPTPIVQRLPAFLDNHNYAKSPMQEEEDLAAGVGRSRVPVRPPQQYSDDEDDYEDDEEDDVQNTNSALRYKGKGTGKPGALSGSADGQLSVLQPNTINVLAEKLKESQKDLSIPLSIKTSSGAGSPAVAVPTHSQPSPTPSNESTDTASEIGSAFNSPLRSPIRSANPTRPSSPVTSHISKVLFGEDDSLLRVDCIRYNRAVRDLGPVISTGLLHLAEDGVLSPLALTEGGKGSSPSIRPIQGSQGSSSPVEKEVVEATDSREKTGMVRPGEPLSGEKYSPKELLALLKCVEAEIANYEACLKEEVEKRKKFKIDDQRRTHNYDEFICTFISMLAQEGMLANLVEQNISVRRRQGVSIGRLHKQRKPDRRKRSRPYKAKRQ
HePTP inhibitor – inhibitors of human HePTP phosphatase | P35236 | recombinant HePTP phosphatase activity, OD absorbance | inhibition, % at 20 µM | actives 0.64% (n = 110,000) | AID 521; in the data active = inhibition above about 50%;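 note: plate controls were vehicle for no effect and reference inhibitor for full effect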
Target sequence (P35236 whole entry, looked up): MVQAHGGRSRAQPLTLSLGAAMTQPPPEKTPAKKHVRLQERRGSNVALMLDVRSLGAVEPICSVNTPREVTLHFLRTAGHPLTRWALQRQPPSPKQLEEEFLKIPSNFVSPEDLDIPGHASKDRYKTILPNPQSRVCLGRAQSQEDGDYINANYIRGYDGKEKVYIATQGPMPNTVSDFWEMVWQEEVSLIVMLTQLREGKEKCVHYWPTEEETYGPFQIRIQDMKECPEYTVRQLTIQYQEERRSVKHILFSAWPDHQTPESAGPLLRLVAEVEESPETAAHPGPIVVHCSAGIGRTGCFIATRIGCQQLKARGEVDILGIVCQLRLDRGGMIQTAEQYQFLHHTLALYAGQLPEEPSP
An asterisk follows results filed as active; & = joins results of further samples.

For O=C1CSC(c2ccc3c(c2)OCO3)N1 (configuration not stated) the results were HePTP inhibitor -11.2.
For COC(=O)CSc1nnc2n(-c3ccccc3)c(=O)c3c4c(sc3n12)COC(C)(C)C4 the results were BAP1 inh 79.3.
COc1cc2ccccc2cc1C(=O)Nc1ccc(S(=O)(=O)Nc2cc(C)on2)cc1 was read as BAP1 inh 96.2 and HePTP inhibitor 5.7.
Cc1nn(Cc2ccccc2Cl)c(C)c1C(=O)N1CCN(c2ccccc2)CC1 was read as BAP1 inh 122.3 and HePTP inhibitor 3.2.
O=C(Nc1cccc(C(=O)N2CCCCCC2)c1)c1ccco1 was read as BAP1 inh 68.6 and HePTP inhibitor -2.4.
CN=c1sc(C(=O)Nc2cccc(Cl)c2)cc(=O)n1C was read as BAP1 inh 56.4 and HePTP inhibitor 4.7.
Screening CCOc1c(OC)cccc1C1CC(=O)Nc2cc(OC)c(OC)cc21 (configuration not stated) returned BAP1 inh 95.7 and HePTP inhibitor 5.5.
For COc1ccc(S(=O)(=O)N2CCN(C(=O)c3cccc(Cl)c3)CC2)cc1 the results were BAP1 inh 88.7 and HePTP inhibitor 4.3.
O=c1oc(-c2ccc(Cl)cc2Cl)nc2ccccc12 was read as HePTP inhibitor -12.2.
Screening CCCCSc1nnc(C)c(=O)[nH]1 returned HePTP inhibitor 3.9.
`O=C(Oc1ccc(Cl)cc1N1C(=O)CCC1=O)c1ccco1` gave BAP1 inh 97.2 and HePTP inhibitor 10.6.
`Cc1cc(C)n(-c2ccc(N3CCOCC3)nn2)n1` gave BAP1 inh 94.4 and HePTP inhibitor 8.1&-0.9.
CCn1c(=O)cc(OCC(=O)NC2CCCCC2)c2ccccc21 was read as BAP1 inh 100.2 and HePTP inhibitor 10.3.
Cc1nnc(NC(=O)CSc2nnc(-c3ccoc3C)n2CC(C)C)s1 was read as BAP1 inh 118.4 and HePTP inhibitor 4.6.
For Cc1cc(Nc2ccc(Cl)cc2)n2nnnc2n1 the results were BAP1 inh 103.8 and HePTP inhibitor 6.2.
Screening COc1nc(Nc2ccc(OC)c(Cl)c2)nc(OC)n1 returned BAP1 inh 57.6 and HePTP inhibitor 9.7.
For CC(=O)Nc1ccc(S(=O)(=O)NNC(=O)c2ccc(-c3ccccc3)cc2)cc1 the results were HePTP inhibitor 4.4.
For COc1ccc(N2CCC(CNS(=O)(=O)c3cccc(C(F)(F)F)c3)C2)cc1 (configuration not stated) the results were HePTP inhibitor -4.6.
For CCN(Cc1ccncc1)C(=O)c1cccc(S(=O)(=O)N2CCOCC2)c1 the results were HePTP inhibitor 5.8.
Screening O=C(Nc1cccc(C(F)(F)F)c1)/C(=C/c1cccnc1)NC(=O)c1cccc(Br)c1 returned HePTP inhibitor 2.9.
`C=CCN1C(=O)CN=C1Nc1cccc(C)c1` gave HePTP inhibitor -5.8.
Screening CC1=C2C(CCS2(=O)=O)CC2(C1)C(=O)OC(C)(C)OC2=O (configuration not stated) returned BAP1 inh 106.9 and HePTP inhibitor 3.0.
For O=C(CSc1nc(-c2ccccc2)cs1)Nc1nccs1 the results were BAP1 inh 70.3 and HePTP inhibitor 7.8.
`COC(=O)C1=C(C)N=c2s/c(=C\c3cccc(Br)c3)c(=O)n2C1c1ccccc1` (configuration not stated) gave HePTP inhibitor -0.3.
O=C1C(=O)N(Cc2cccnc2)C(c2ccc(Cl)cc2)/C1=C(\O)c1ccccc1 (configuration not stated) was read as HePTP inhibitor 8.2.
CC(C)CCCC(C)CCOC(=O)CN1CCCC1 (configuration not stated) was read as HePTP inhibitor -1.3.
O=C(CCCOc1ccc(Cl)c(Cl)c1)Nc1cccc2ccccc12 was read as HePTP inhibitor 8.1.
COCCCNC(=O)COc1ccc(C)cc1 was read as HePTP inhibitor 6.3.
Cc1nnc(SC(C)C(=O)Nc2ccc(S(=O)(=O)N3CCCCCC3)cc2)s1 (configuration not stated) was read as BAP1 inh 100.6 and HePTP inhibitor 3.6.
Screening CCOC(=O)c1c(C)[nH]c(C=Nc2ccccc2)c1O returned BAP1 inh 86.7 and HePTP inhibitor 13.1&-6.5.
Screening COc1ccc(Cc2nnc(SCC(=O)c3ccc(OC)cc3)o2)cc1 returned BAP1 inh 106.6 and HePTP inhibitor 9.5.
`C=CCN(C(=O)CCC(=O)O)C1CC(=O)N(c2ccc(OC)cc2)C1=O` (configuration not stated) gave BAP1 inh 145.8 and HePTP inhibitor -5.6.
O=C1C(=O)N(c2cccc(C(F)(F)F)c2)C(c2ccccc2[N+](=O)[O-])/C1=C(/O)c1ccccc1 (configuration not stated) was read as HePTP inhibitor 6.5.
Screening COc1ccc(-n2c(/C=C3/C(=O)N(C)c4ccc(C)cc43)nc3ccccc3c2=O)cc1 returned HePTP inhibitor -21.4.
For CC1=C(C(=O)OCCOc2ccccc2)C(c2ccccc2[N+](=O)[O-])C2=C(CCCC2=O)N1 (configuration not stated) the results were BAP1 inh 80.0 and HePTP inhibitor -7.8.
For O=C(O)COc1ccccc1C1OC2CCCCC2C2=CCCCC21 (configuration not stated) the results were HePTP inhibitor -0.7.
`CC(=O)CCc1c(C)c2cc(C)ccc2[nH]c1=O` gave BAP1 inh 97.6 and HePTP inhibitor 5.9.
Screening CCn1c(SC(=O)NC2CCCCC2)nnc1-c1cccs1 returned BAP1 inh 110.9 and HePTP inhibitor 12.2.
O=C(CCSCCC(=O)NCc1cccs1)NCc1cccs1 was read as BAP1 inh 108.2 and HePTP inhibitor -5.3.
Screening CC(=O)Nc1ncc(Cc2ccc(Cl)cc2Cl)s1 returned HePTP inhibitor -4.7.
`COC(=O)/C(=C/c1ccccc1)[N+](=O)[O-]` gave HePTP inhibitor 3.8.
`COc1cc(C(=O)NN2C(=O)/C(=C/c3ccccc3)SC2=S)ccc1O` gave HePTP inhibitor -20.0.
`Cc1c(Cl)ccc2c(N=Nc3ccccn3)c(O)[nH]c12` gave HePTP inhibitor 6.6.
Screening CC1CN(Cc2ccc(C#N)cc2Cl)CC(C)O1 (configuration not stated) returned BAP1 inh 110.5 and HePTP inhibitor -0.1.
Cc1cccc(N2CCN(C(=O)C3CCN(S(=O)(=O)c4cnc[nH]4)CC3)CC2)c1C was read as BAP1 inh 91.5 and HePTP inhibitor 0.2.
`COc1cc2ccccc2cc1C(=O)Nc1ccc(Cl)c(NC(=O)c2ccccc2)c1` gave HePTP inhibitor -10.3.
For CCS(=O)(=O)N1CCN(Cc2ccccc2OC)CC1 the results were BAP1 inh 117.0 and HePTP inhibitor 10.5.
Screening O=C1C(Nc2cccc(Br)c2)=C(N2CCCCC2)C(=O)c2ccccc21 returned HePTP inhibitor 9.6.
Cc1ccc(-n2c3c(cc(C(=O)NC4CCSC4=O)c2=O)C(=O)CCC3)cc1 (configuration not stated) was read as HePTP inhibitor 5.4.
Screening Cc1ccc(OCC(=O)Nc2nccs2)c(C)c1 returned HePTP inhibitor 7.5.
For CCOc1cc(Br)c(Br)c(/C=C2/SC(=O)NC2=O)c1O the results were HePTP inhibitor 8.2.
Screening CCOC(=O)CNC(=O)c1c(C)nn(-c2ccccc2)c1Cl returned BAP1 inh 90.0 and HePTP inhibitor -1.6.
Screening CCOC(=O)CC(NC(C)=O)c1ccc([N+](=O)[O-])cc1 (configuration not stated) returned HePTP inhibitor 5.5.
Screening CCOc1ccc(NC(=O)c2cc(-c3ccc(OC)c(OC)c3)nc3ccccc23)cc1 returned HePTP inhibitor -15.1.
`O=C1NN(c2ccccc2)C(=O)/C1=C\C=C\c1ccccc1` gave HePTP inhibitor 7.4.
`CCOc1ccc(/C=C2\C(=O)NC(=S)N(c3ccc(C)cc3)C2=O)cc1Cl` gave HePTP inhibitor 0.3.
Screening CC(=O)Nc1ccc2nc(SCc3c(C)cc(C)c(C(C)=O)c3C)sc2c1 returned BAP1 inh 268.8.
Screening O=C(OCC(=O)N1CCN(C(=O)c2ccco2)CC1)c1ccccc1OCc1ccc(Cl)cc1 returned BAP1 inh 100.8 and HePTP inhibitor 9.9.
Screening O=C(c1ccc(S(=O)(=O)N2CCCCC2)cc1)N1CCN=C1SCc1cccnc1 returned BAP1 inh 96.5 and HePTP inhibitor 1.2.
For Cc1nnc(Sc2nc3c(c(=O)[nH]c(=O)n3C)n2Cc2ccccc2)s1 the results were BAP1 inh 96.8 and HePTP inhibitor 5.2.
Screening Nc1nc2n(n1)C(c1ccco1)CC(c1ccc(Cl)cc1Cl)N2 (configuration not stated) returned BAP1 inh 103.6.
Screening Cc1nc(=O)c(-c2ccccc2)c(C)n1-c1ccccc1O returned BAP1 inh 100.8 and HePTP inhibitor -0.2.
`Cc1ccc(-n2c(=O)[nH]cc(C(=O)N3CCc4ccccc43)c2=O)cc1` gave BAP1 inh 73.0 and HePTP inhibitor 7.3.
`CC1=NN(c2ccc(S(N)(=O)=O)cc2)C(=O)/C1=C\c1ccc2c(c1)OCO2` gave HePTP inhibitor 63.3*.
For CCc1ccc(N2CC(C(=O)NCc3ccc(C)cc3)CC2=O)cc1 (configuration not stated) the results were HePTP inhibitor 3.6.
`CCCCCCc1nc2ccccc2c(=O)n1N` gave BAP1 inh 102.0 and HePTP inhibitor 5.9.
For C=C(C)c1cccc(C(C)(C)NC(=O)Nc2ccc3[nH]c(=O)[nH]c3c2)c1 the results were BAP1 inh 100.4 and HePTP inhibitor 8.4.
Screening CCCS(=O)(=O)N1CCN(S(=O)(=O)c2ccc(F)cc2)CC1 returned BAP1 inh 113.6 and HePTP inhibitor 8.5.
For CCc1ccc(NC(=O)CSc2nnnn2-c2ccc(C(=O)O)cc2)cc1 the results were BAP1 inh 146.6.
Screening S=C(Nc1ccc2nccnc2c1)N1CCOCC1 returned HePTP inhibitor -5.8.

Arranged by SMILES length (rising): three of the compounds above
`CCCCCCc1nc2ccccc2c(=O)n1N` gave BAP1 inh 102.0 and HePTP inhibitor 5.9.
Screening Nc1nc2n(n1)C(c1ccco1)CC(c1ccc(Cl)cc1Cl)N2 (configuration not stated) returned BAP1 inh 103.6.
`Cc1ccc(-n2c(=O)[nH]cc(C(=O)N3CCc4ccccc43)c2=O)cc1` gave BAP1 inh 73.0 and HePTP inhibitor 7.3.

The main list resumes, starting 7 compounds before the break.
`CC1=NN(c2ccc(S(N)(=O)=O)cc2)C(=O)/C1=C\c1ccc2c(c1)OCO2` gave HePTP inhibitor 63.3*.
For CCc1ccc(N2CC(C(=O)NCc3ccc(C)cc3)CC2=O)cc1 (configuration not stated) the results were HePTP inhibitor 3.6.
`CCCCCCc1nc2ccccc2c(=O)n1N` gave BAP1 inh 102.0 and HePTP inhibitor 5.9.
For C=C(C)c1cccc(C(C)(C)NC(=O)Nc2ccc3[nH]c(=O)[nH]c3c2)c1 the results were BAP1 inh 100.4 and HePTP inhibitor 8.4.
Screening CCCS(=O)(=O)N1CCN(S(=O)(=O)c2ccc(F)cc2)CC1 returned BAP1 inh 113.6 and HePTP inhibitor 8.5.
For CCc1ccc(NC(=O)CSc2nnnn2-c2ccc(C(=O)O)cc2)cc1 the results were BAP1 inh 146.6.
Screening S=C(Nc1ccc2nccnc2c1)N1CCOCC1 returned HePTP inhibitor -5.8.
For O=C1CC(N2CCN(c3cccc(C(F)(F)F)c3)CC2)C(=O)N1c1ccccc1F (configuration not stated) the results were BAP1 inh 99.0 and HePTP inhibitor -0.2.
For CCOc1ccccc1C1C(C(=O)Nc2ccccc2OC)=C(C)NC2=C1C(=O)CC(C)(C)C2 (configuration not stated) the results were HePTP inhibitor 3.2.
O=c1[nH]c(-c2ccc(O)c([N+](=O)[O-])c2)nc2sc3c(c12)CCCC3 was read as HePTP inhibitor -12.9.
`CCOC(=O)c1cccc(N2C(N)=NC(N)=NC2(C)C)c1` gave BAP1 inh 101.1 and HePTP inhibitor 6.5.
CC1=NN(c2ccc(C)c(C)c2)C(=O)/C1=C\c1ccc(N(C)C)cc1 was read as HePTP inhibitor -1.2.
Screening COC(=O)C1=C(N)Oc2cc(C)oc(=O)c2C1c1cccnc1 (configuration not stated) returned BAP1 inh 85.2 and HePTP inhibitor 5.1.
Screening CC(=O)Nc1c(C)cc(C2(c3cc(C)c(NC(C)=O)c(C)c3)CCCCC2)cc1C returned HePTP inhibitor -0.7.
`Cc1oc2c(cc(O)c3ccccc32)c1C(=O)c1ccc(Cl)cc1` gave HePTP inhibitor 7.9.
Screening COCC(=O)Nc1ccccc1C(=O)NC(C)C returned BAP1 inh 115.5 and HePTP inhibitor -7.8.
`COc1ccc(-c2nnc(OC)c3ccccc23)cc1` gave HePTP inhibitor -5.4.
Screening CNc1oc(Cc2ccccc2)nc1S(=O)(=O)c1ccccc1 returned BAP1 inh 80.9 and HePTP inhibitor -1.9.
For CC(=O)c1ccc(N(C(C)=O)C2=C(NCCO)C(=O)c3ccccc3C2=O)cc1 the results were HePTP inhibitor 0.3.
O=C1CC(O)(C(F)(F)C(F)F)Oc2ccc(Cl)cc21 (configuration not stated) was read as HePTP inhibitor 7.1.
For Cc1ccc(-n2c(=O)cc(N3CCCCCC3)[nH]c2=O)cc1 the results were BAP1 inh 101.3 and HePTP inhibitor 4.9.
Screening O=C(c1cc2ccccc2oc1=O)N1c2ccccc2Sc2ccccc21 returned HePTP inhibitor 1.0.
Screening COc1cc(NC(=O)c2cc3n(n2)C(C(F)(F)F)CC(c2ccc(Cl)cc2)N3)cc(OC)c1OC (configuration not stated) returned HePTP inhibitor 2.5.
For Cc1ccc(F)cc1NC(=O)c1c(-c2ccccc2)noc1C the results were BAP1 inh 99.8 and HePTP inhibitor -7.9.
`O=C(NC(NC(=O)c1ccccc1)c1cccc([N+](=O)[O-])c1)c1ccccc1` gave HePTP inhibitor 103.7*.
`O=C(OCc1ccc(F)cc1Cl)c1ccccn1` gave BAP1 inh 154.2 and HePTP inhibitor 7.2.
Screening CC(O)Cn1ccccc1=N (configuration not stated) returned BAP1 inh 126.0 and HePTP inhibitor 12.0.
Screening Cc1nn(C(=O)c2ccccc2)c(C)c1Sc1ccc([N+](=O)[O-])cc1 returned HePTP inhibitor -13.5.
COc1ccc(/C(O)=C/c2nc3ccccc3oc2=O)cc1 was read as HePTP inhibitor -18.3.
Screening COc1ccc(NC(=O)c2ccccc2[N+](=O)[O-])c(OC)c1 returned HePTP inhibitor 5.1.
Screening CC(C)OP(C)(=O)CN1CCN(CP(C)(=O)OC(C)C)CC1 (configuration not stated) returned BAP1 inh 90.7 and HePTP inhibitor 3.4.
O=C(CSc1ccccn1)OCC(=O)c1ccc(Br)cc1 was read as HePTP inhibitor -1.8.
